procasp3 activ: activators of human procaspase-3; P42574; recombinant procaspase-3 D3A, Ac-DEVD-pNA absorbance 405 nm; activation, % at 8.5 µM; actives 0.11% (n = 330,000);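 active = activation above the mean of all tested compounds plus 3 SD, cut at about 21% in these data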;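 note: 0% = DMSO alone and 100% = DMSO wells spiked with extra 5 µM PC-3 D3A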
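Evaluation: percent activation relative to control range; Material: Procaspase-3 D3A mutant, all three cleavage aspartates alanine; Compound: single dose, 8.5 µM nominal compound, 0.8% DMSO; Replication: one well per compound; Signal: absorbance at 405 nm, 0 and 120 min; Schedule: 1 h preincubation plus 2 h reaction at 25 °C.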
MEP2-GFP yeast: alters MEP2-GFP fluorescence in TOR pathway yeast screen | S. cerevisiae MEP2-GFP strain, flow cytometry GFP, 3 h; 100% = DMSO control level | GFP response vs DMSO, % at 10 µM | actives 0.51% (n = 330,000) | AID 2016;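 active = GFP response versus DMSO above a set limit, roughly screen mean plus 3 SD, cut at about 180% in these data; inconclusive = fewer than 70 cells counted for a yeast strain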;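 note: median GFP fluorescence of the barcode-gated MEP2-GFP cells per well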
LAP4 TOR yeast: yeast TOR pathway LAP4-GFP modulation | AID 2023 | GFP response vs DMSO, % at 10 µM | actives 0.34% (n = 320,000) | S. cerevisiae LAP4-GFP multiplex, flow cytometry GFP, 3 h; median GFP as percent of DMSO wells;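 active = GFP response vs DMSO above a set limit, about the screen mean plus 3 SD, cut at about 150% in these data; inconclusive = under 70 cell events counted for the yeast strain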
procasp7 counter: activates human procaspase-7, counter-screen for procaspase-3 activators. P55210. recombinant procaspase-7, Ac-DEVD-pNA absorbance 405 nm; D23A/D198A/D206A triple mutant, cannot self-cleave; scale: DMSO 0, 5 µM enzyme 100. activation, % at 8.5 µM. actives 0.093% (n = 330,000). AID 463210;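 active = percent activation above the screen-wide mean plus 3 SD, cut at about 25% in these data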
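signal = Epi-absorbance of released pNA at 405 nm, two timepoints | assay system = Uncleavable procaspase-7 mutant enzyme | reagent = Ac-DEVD-pNA substrate, 400 µM as added | times = 1 h enzyme–compound preincubation and 2 h substrate reaction, both 25 °C | benchmarks = low DMSO alone, high DMSO plus 5 µM PC-7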
AHR activator: human AHR activation; P35869; activation, % at 5 µM; actives 2.5% (n = 320,000); AHR-responsive luciferase reporter cells, luminescence; in the data active = activation above about 47%;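 note: 0% = vehicle wells and 100% = reference agonist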
EBNA-1 inh: blocks EBNA-1 binding to DNA | actives 0.34% (n = 300,000) | EBNA-1 DNA binding, fluorescence polarization | inhibition, % at 14.8 µM | AID 1950; in the data active = inhibition above about 28%
ZTA DNA inh: ZTA (EBV) inhibition in EBNA-1 counter-screen | actives 0.15% (n = 320,000) | ZTA-DNA binding, fluorescence polarization | inhibition, % at 11 µM | AID 2234; in the data active = inhibition above about 33%
RPL19A TOR yeast: alters RPL19A-GFP fluorescence in TOR pathway yeast screen; S. cerevisiae RPL19A-GFP strain, flow cytometry, 3 h; active compounds read low; actives 0.3% (n = 330,000); percent response vs DMSO, % at 10 µM;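 active = percent response vs DMSO below 50%; inconclusive = fewer than 70 events counted for the yeast strain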;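 note: median channel GFP fluorescence of the barcoded RPL19A-GFP strain; ratio of sample median GFP to plate DMSO average so 100% = DMSO; lower means less RPL19A-GFP as with rapamycin TOR inhibition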
Active calls of the source: *; ? = inconclusive; · = not tested or not shown; [ ] = remark or other dose.

Molecule	procasp7 counter	RPL19A TOR yeast	procasp3 activ	MEP2-GFP yeast	AHR activator	EBNA-1 inh	ZTA DNA inh	LAP4 TOR yeast
Cc1ccc(C(=O)N=c2sccn2C)o1	3.5	100.4	8.0	103.2	-7.9	1.9	15.9	102.4
O=C(NCC1COCCO1)c1cc(COc2c(F)cccc2F)on1 (stereo unspecified)	-7.8	111.4	4.9	104.0	0.4	-5.0	-1.7	85.8
CC(=O)CC(c1ccccc1)S(=O)(=O)c1ccc([N+](=O)[O-])cc1 (stereo unspecified)	4.1	101.0	0.5	88.8	1.2	-6.0	-6.8	80.4
N/C(=N\N=C\c1cccs1)SC1CC(=O)N(c2ccc(Br)cc2)C1=O (stereo unspecified)	9.7	95.7	-0.6	101.5	7.3	-6.8	-6.1	99.6
CCc1ccccc1NC(=O)C1CCCC1	-1.2	93.1	-4.9	95.6	-2.1	-0.2	11.7	87.4
NC(=O)c1nn(-c2cccc(Cl)c2)c(=O)cc1O	-2.8	90.3	3.6	88.8	-2.2	-9.3	4.3	87.4
CCN(Cc1cc(OC)c(OC)c(OC)c1)C(=S)Nc1cccc(SC)c1	-9.2	95.7	-0.6	93.4	0.6	-0.3	3.2	99.8
CCOc1ccccc1N1CCN(C(=O)c2ccc3nc(N)sc3c2)CC1	6.6	97.3	11.3	102.3	8.3	·	·	96.3
Cc1ccccc1N(CC(=O)NC1CCCC1)C(=O)C1(C)CC(=O)N=C2C=CC(Cl)=CN21 (stereo unspecified)	7.0	98.0	5.6	99.5	-2.3	-10.5	-6.6	97.9
COC(=O)[C@@H]1C[C@@]2(O)[C@H](O)[C@H](O)[C@H](O)C[C@H]2N1Cc1ccccc1OS(=O)(=O)c1ccc(C)cc1	-0.5	104.5	10.1	99.5	-1.0	-8.4	-14.7	93.6
O=C(CCN1C(=O)C2CC=CCC2C1=O)Nc1nc(-c2ccc(F)c(F)c2)cs1 (stereo unspecified)	2.6	99.6	-3.6	94.3	3.1	·	-5.0	99.6
COc1ccccc1P(=O)(c1ccccc1)c1ccccc1NC(C)=O (stereo unspecified)	3.1	94.1	-8.4	83.1	2.7	-3.8	6.4	99.4
O=C(Nc1cnn(Cc2ccccc2)c1)c1cc2nc(-c3ccco3)cc(C(F)(F)F)n2n1	14.4	92.3	-11.3	95.4	-5.7	10.2	13.4	99.1
COCCN1CN=C(Nc2nc3ccccc3o2)NC1	11.3	98.3	-0.8	93.2	0.6	5.1	12.9	114.4
COc1ccccc1N1CCN(Cc2ccc(Br)o2)CC1	-4.6	92.1	8.7	93.6	-0.7	1.4	-3.6	92.1
CCN(CC)S(=O)(=O)c1ccc(-c2nnco2)cc1	2.9	92.3	7.5	92.6	9.6	3.1	6.2	92.5
Fc1ccc(C2=CC(c3ccco3)n3ncnc3N2)cc1 (stereo unspecified)	1.9	97.8	5.6	101.3	15.0	3.3	-3.6	90.6
O=C1Cc2ccccc2C(c2ccc(Cl)cc2Cl)N1 (stereo unspecified)	3.0	91.3	3.4	93.5	14.0	-6.0	-21.2	102.5
Cc1cc(C(=O)NCCc2ccccc2)ccc1[N+](=O)[O-]	-2.9	95.7	2.2	106.1	-0.2	-13.2	-11.6	112.1
Cc1ccc(S(=O)(=O)NCc2ccc(C(=O)NCCN(Cc3ccccc3)C(C)C)cc2)cc1	5.5	95.7	-1.8	97.2	1.1	13.7	2.3	98.9
CCOc1ccc(NC(=O)C2CC(=O)N(Cc3ccco3)C2)cc1 (stereo unspecified)	11.1	102.5	-0.1	101.1	11.0	·	-3.9	100.0
COc1ccc(C(=O)N[C@H](C(=O)NCc2ccco2)C(C)C)cc1	-9.1	97.7	-20.7	79.7	1.6	7.2	-8.2	82.6
CCn1cc(C(=O)O)c(=O)c2cc(F)c(N3CCN(C(=S)NC(=O)c4ccc(F)c(F)c4)CC3)cc21	-1.1	95.1	-1.4	96.0	-1.5	-5.7	7.5	108.5
Cc1ccc(NC(=O)COC(=O)Cc2cccs2)cc1S(=O)(=O)N1CCOCC1	7.4	95.2[may fluoresce green]	-4.8	106.1[may fluoresce green]	1.3	-0.1	-9.2	99.7[may fluoresce green]
CC(=O)c1c(O)cc2n(c1=O)-c1ccc(Cl)cc1C2(C)C	1.2	103.8	9.8	112.4	2.7	-2.5	0.2	95.3
O=C(NCCCN1CCOCC1)c1ccccc1N1C(=O)[C@@H]2Cc3c([nH]c4ccccc34)C(c3ccc(F)cc3)N2C1=O (stereo partly specified)	10.9	103.0	-3.5	111.6	7.6	5.6	2.3	102.2
Cc1cc(C)cc(N2C(=O)N(c3ccccc3C)C3CS(=O)(=O)CC32)c1 (stereo unspecified)	1.5	90.8	-5.8	91.0	0.6	4.5	14.3	88.8
O=C(Nc1ccc(S(=O)(=O)N2CCCCC2)cc1)C1CCN(C(=O)c2ccc(F)cc2)CC1	0.2	99.5	6.7	107.9	6.0	0.4	10.7	107.8
COc1ccc(S(=O)(=O)N2CCN(C(=O)c3cc(-c4ccc(Br)cc4)n[nH]3)CC2)cc1OC	4.8	98.1	4.9	93.0	-3.1	8.3	15.7	95.6
O=C(CCS(=O)(=O)c1ccc2c(c1)NC(=O)CS2)NCCc1ccccc1	-2.5	87.7	-0.4	80.8	4.3	2.9	-11.9	158.8*

Record cards, as listed above.
`O=C1Cc2ccccc2C(c2ccc(Cl)cc2Cl)N1` (stereo unspecified) is listed as procasp7 counter = 3.0; RPL19A TOR yeast = 91.3; procasp3 activ = 3.4; MEP2-GFP yeast = 93.5; AHR activator = 14.0; EBNA-1 inh = -6.0; ZTA DNA inh = -21.2; LAP4 TOR yeast = 102.5
`COc1ccc(C(=O)N[C@H](C(=O)NCc2ccco2)C(C)C)cc1` is listed as procasp7 counter = -9.1; RPL19A TOR yeast = 97.7; procasp3 activ = -20.7; MEP2-GFP yeast = 79.7; AHR activator = 1.6; EBNA-1 inh = 7.2; ZTA DNA inh = -8.2; LAP4 TOR yeast = 82.6

Next part.
Molecule	procasp7 counter	RPL19A TOR yeast	procasp3 activ	MEP2-GFP yeast	AHR activator	EBNA-1 inh	ZTA DNA inh	LAP4 TOR yeast
CC(=O)N(OCc1ccc(OC(C)C)c(Cl)c1)C(C)=O	5.4	96.3	3.2	99.4	-0.1	-5.2	-3.1	108.5
COc1ccc(OC)c(C(=O)c2ccccc2)c1	7.0	96.3	2.1	101.5	1.0	3.9	11.8	102.0
Cc1ccc(N(CC(=O)NCCc2ccccc2)C(=O)CCC(=O)Nc2cc(C)ccn2)cc1	-4.2	97.7	-6.3	102.7	0.2	-1.2	-7.4	96.0
CCCCOc1ccc(C(=O)Nc2ccc(N3CCN(C(C)=O)CC3)cc2)cc1	-2.8	99.5	3.7	100.7	0.1	-3.8	-1.2	98.4
O=C(CCCOc1ccc(Cl)cc1Cl)Nc1cccnc1	-0.9	96.7	5.4	96.7	0.8	-2.5	-5.1	106.8
Cc1cc(C)n(-c2nc3ccccc3c(=O)n2OCC(C)C)n1	4.5	103.5	5.5	106.4	2.2	-4.9	2.2	96.8
CCOC(=O)c1cc(S(=O)(=O)N2CCN(Cc3ccccc3)CC2)cn1C	-2.5	99.6	13.9	101.7	1.3	0.0	0.7	100.2
O=C(O)c1cccnc1SC1CC(=O)N(Cc2ccccc2)C1=O (stereo unspecified)	-10.6	98.8	5.7	98.8	-1.4	5.6	-2.8	98.5
CCOc1ccccc1/C=N/n1c(C2CCCCC2)n[nH]c1=S	-4.4	103.2	7.0	112.8	2.5	2.8	-3.8	100.2
CCn1nnc2cc(C(=O)Nc3cc(OC)cc(OC)c3)ccc21	-5.7	94.3	1.7	92.6	1.2	4.8	-17.0	111.1
Cc1ccccc1NS(=O)(=O)c1cc(C(=O)Nc2cccc(N(C)S(C)(=O)=O)c2)ccc1C	-1.3	102.2	0.3	93.8	15.0	-19.1	6.3	96.9
CCN(CC(=O)Nc1ccc(OC)cc1)C(=O)c1ccc(N2CCCC2=O)cc1	3.0	95.8	9.1	100.5	-1.6	·	0.5	101.0
COc1ccc(OC)c(C(=O)c2c(C)oc3cc([N+](=O)[O-])c(O)c([N+](=O)[O-])c23)c1	2.3	98.5	-2.4	98.7	-3.0	6.1	3.8	103.1
CCN(CC)C(=O)COc1cc(C)cc2oc(=O)cc(-c3ccccc3)c12	16.8	?	-2.8	?	1.0	6.5	6.1	?
Cc1ccc(NC(=O)COC(=O)CNC(=O)C2CCCCC2)cc1S(=O)(=O)N(C)C	-6.0	101.5	3.3	95.6	21.1	·	·	93.9

Entries above marked active in LAP4 TOR yeast.
smiles	RPL19A TOR yeast	procasp3 activ	MEP2-GFP yeast	AHR activator	EBNA-1 inh	LAP4 TOR yeast
O=C(CCS(=O)(=O)c1ccc2c(c1)NC(=O)CS2)NCCc1ccccc1	87.7	-0.4	80.8	4.3	2.9	158.8*

Remaining list, next part:
Molecule	procasp7 counter	RPL19A TOR yeast	procasp3 activ	MEP2-GFP yeast	AHR activator	EBNA-1 inh	ZTA DNA inh	LAP4 TOR yeast
COc1c2n(C)ccc3c-2n(c(=O)c1=O)c1ccccc31	9.9	95.8	1.7	104.6	-1.2	4.1	11.0	102.5
O=C(NCCCN1CCN(c2cccc(Cl)c2)CC1)c1cccc(N2CCCC2=O)c1	6.5	55.8[may fluoresce violet]	-9.1	214.8*[may fluoresce violet]	1.7	-2.8	-5.9	90.7[may fluoresce violet]
CCOc1ccc(NC(=O)CN2CCN(CC(=O)Nc3ccc(OC)cc3)CC2)cc1	1.4	92.5	2.2	95.8	-1.1	5.3	4.1	96.4
CCOc1ccccc1N(CC(=O)N1CCC(C(N)=O)CC1)S(=O)(=O)c1ccc(SC)cc1	-6.0	104.9	8.8	112.7	0.1	2.9	2.7	103.2
CC(C)CC(=O)/C=C/n1c(=S)oc2ccccc21	3.2	94.9	5.7	98.1	0.9	1.7	15.9	108.5
Cc1sc2ncnc(N3CCCCC3C)c2c1C (stereo unspecified)	7.0	93.1	-3.5	96.7	0.5	-1.6	-5.3	109.2
COc1cccc(CN(C)C(=O)CC23CC4CC(CC(C4)C2)C3)c1OC	-6.8	100.7	2.7	102.3	3.5	-1.7	-8.6	100.2
COC(=O)C1=C(C(=O)OC)[C@@H]2Nc3ccccc3[C@@]23C[C@@H](C(=O)OC)N(C(=O)c2cc(C)oc2C)C3=N1	-4.9	96.8	-3.6	93.0	4.6	3.0	-23.3	136.1
CCN(CC)S(=O)(=O)c1ccc(C(=O)NNC(=O)c2csc(N3CCOCC3)n2)cc1	4.5	99.3	3.2	108.4	-2.3	3.8	1.7	110.1
COC(=O)c1ccc(CNC(=O)c2c3c(nc4ccccc24)CCN(Cc2ccccc2)C3)cc1	-1.6	98.6	-5.4	96.0	8.2	4.4	-16.9	87.5
CCCNC(=O)c1cn(CC)c2cc(N3CCN(C)CC3)c(F)cc2c1=O	-1.3	97.9	-0.8	99.6	9.6	-8.4	-22.1	96.6
Cc1ccc(S(=O)(=O)N2CCN(C(=O)CN3C(=O)c4ccc([N+](=O)[O-])cc4C3=O)CC2)c(C)c1	2.7	90.5	-1.7	98.8	2.6	6.2	8.6	87.1
O=C(CN1CCN(c2ccccc2)CC1)Nc1c(C(=O)C2CC2)oc2ccccc12	0.7	93.9	4.3	96.5	3.1	-2.6	0.9	98.0
O=C1NC[C@H](c2ccccc2)OC(=O)[C@@H](Cc2ccc(F)cc2)C/C=C\C[C@H]1CC(=O)N(CCO)Cc1ccccc1	-6.6	107.7	4.5	101.2	-0.9	·	·	102.7

Screening results from PubChem BioAssay.

Not a hit list; any-hit rate near 3.8%.
